GRK2 inh: blocks RNA aptamer binding to human GRK2. bead flow cytometry, FAM-aptamer displacement from GRK2. inhibition of aptamer binding, % at 10 µM. 0.59% of 330,000 active. AID 488847;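 active = inhibition of aptamer binding above 40%, roughly 3 SD of noise, on plates passing a quality check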;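 note: median bead fluorescence of bound FAM aptamer so fluorescent compounds give negative values; no value below 0 was filed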
Target sequence (P25098 whole entry, looked up): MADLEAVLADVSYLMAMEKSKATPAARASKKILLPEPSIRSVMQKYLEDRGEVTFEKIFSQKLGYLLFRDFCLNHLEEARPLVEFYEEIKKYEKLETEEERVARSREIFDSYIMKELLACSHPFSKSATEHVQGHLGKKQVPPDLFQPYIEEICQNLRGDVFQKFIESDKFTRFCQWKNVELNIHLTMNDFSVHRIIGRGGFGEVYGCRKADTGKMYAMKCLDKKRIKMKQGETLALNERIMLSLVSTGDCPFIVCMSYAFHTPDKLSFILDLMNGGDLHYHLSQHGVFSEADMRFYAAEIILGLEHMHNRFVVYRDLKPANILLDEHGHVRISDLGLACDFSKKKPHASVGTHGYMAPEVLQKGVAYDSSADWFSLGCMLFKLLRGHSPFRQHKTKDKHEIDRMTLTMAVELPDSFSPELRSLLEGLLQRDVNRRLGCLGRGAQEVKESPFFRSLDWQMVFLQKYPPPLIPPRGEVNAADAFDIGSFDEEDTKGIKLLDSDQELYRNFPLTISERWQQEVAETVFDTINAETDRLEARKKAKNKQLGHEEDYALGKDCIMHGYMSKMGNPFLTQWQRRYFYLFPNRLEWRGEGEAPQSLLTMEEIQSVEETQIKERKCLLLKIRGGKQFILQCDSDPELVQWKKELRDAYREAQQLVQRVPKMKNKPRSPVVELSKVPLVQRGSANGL
AGP1 TOR yeast: modulators of TOR pathway AGP1-GFP in S. cerevisiae | S. cerevisiae AGP1-GFP multiplex flow cytometry, 3 h; GFP as percent of DMSO wells | GFP response vs DMSO, % at 10 µM | 0.02% of 320,000 active | AID 2066;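 active = GFP response relative to DMSO above a set limit, near screen average plus 3 SD, cut at about 150% in these data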;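 note: median GFP channel fluorescence of the gated AGP1 strain per well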
MEP2-GFP yeast: alters MEP2-GFP fluorescence in TOR pathway yeast screen; S. cerevisiae MEP2-GFP strain, flow cytometry GFP, 3 h; 100% = DMSO control level; GFP response vs DMSO, % at 10 µM; 0.51% of 330,000 active;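 active = GFP response versus DMSO above a set limit, roughly screen mean plus 3 SD, cut at about 180% in these data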;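 note: median GFP fluorescence of the barcode-gated MEP2-GFP cells per well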
VLA-4 inh: inhibition in a human VLA-4 binding assay; 0.2% of 330,000 active; inhibition, % (about 7 µM as worked out from the volumes in the protocol); VLA-4 expressing cells, ligand binding flow cytometry; in the data active = inhibition above about 50%
RPL19A-GFP yeast: alters RPL19A-GFP fluorescence in TOR pathway yeast screen. 0.3% of 330,000 active. S. cerevisiae RPL19A-GFP strain, flow cytometry, 3 h; active compounds read low. percent response vs DMSO, % at 10 µM. AID 2025;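 active = percent response vs DMSO below 50%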;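 note: median channel GFP fluorescence of the barcoded RPL19A-GFP strain; ratio of sample median GFP to plate DMSO average so 100% = DMSO; lower means less RPL19A-GFP as with rapamycin TOR inhibition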
LAP4 TOR yeast: alters LAP4-GFP fluorescence in TOR pathway yeast screen | S. cerevisiae LAP4-GFP multiplex, flow cytometry GFP, 3 h; median GFP as percent of DMSO wells | GFP response vs DMSO, % at 10 µM | 0.34% of 320,000 active;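 active = GFP response vs DMSO above a set limit, about the screen mean plus 3 SD, cut at about 150% in these data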
CIT2 TOR yeast: alters CIT2-GFP fluorescence in TOR pathway yeast screen; S. cerevisiae CIT2-GFP strain, flow cytometry, 3 h; 100 means same as DMSO wells; GFP response vs DMSO, % at 10 µM; 0.065% of 320,000 active;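 active = GFP response relative to DMSO above a set limit, near the screen mean plus 3 SD, cut at about 150% in these data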;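 note: ratio of well median GFP fluorescence to mean of DMSO wells on the plate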
CR mimetic SO: yeast age-related superoxide inhibition as caloric restriction mimetic; 0.18% of 330,000 active; superoxide response (% of plate mean), % at 10 µM; S. cerevisiae aged cells, superoxide DHE fluorescence; active compounds read low;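 active = superoxide response under a set limit, about three screen SD below normal, cut at about 65% in these data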;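 note: yeast aged for seven days with compound at 30 °C before DHE staining; 100% = average MFI of all compound-treated wells on the plate with controls excluded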
Starred values were filed as active, the others as inactive; x = no result given.

SMILES	GRK2 inh	AGP1 TOR yeast	MEP2-GFP yeast	VLA-4 inh	RPL19A-GFP yeast	LAP4 TOR yeast	CIT2 TOR yeast	CR mimetic SO
Cn1nc(C(=O)NCCCN2CCCCC2)c2c1-c1ccccc1S(=O)(=O)C2	4	99	110	14	100	93	95	96
O=C(c1cc(-c2ccc(Cl)cc2)on1)N1CCCCCC1	0	96	100	0	96	93	101	90
Cn1c(O)c(/C=N/NC(=O)c2cc3ccccc3cc2O)c2ccccc21	2	98	108	-8	100	100	107	114
O=C(Nc1ccccc1)Nc1ccc(S(=O)(=O)N2CCCCC2)cc1	4	100	114	16	95	93	95	95
CCOC(=O)c1ccc(CN2Cc3ccccc3C2=O)cc1	0	99	93	-2	96	100	102	104
CC1CN(c2cc(=O)n(-c3cccc(Br)c3)c(=O)[nH]2)CC(C)O1 (stereo not drawn)	2	107	99	24	103	105	116	113
O=C(CSc1nc2ncccc2[nH]1)Nc1ccccc1-c1ccccc1	1	97	105	12	99	96	100	85
Cc1ccnc(NC(=O)Cn2c(=O)oc3cc(S(=O)(=O)N4CCCC4)ccc32)c1	1	107	104	-3	104	107	105	106
CC(C)CN(C(=O)/C=C/c1nc2ccccc2s1)C1CCS(=O)(=O)C1 (stereo not drawn)	5	97	104	-6	102	102	94	131
CN1CCN(S(=O)(=O)c2ccc(NC(=O)Cc3cccs3)cc2)CC1	0	101	100	20	98	100	99	87
CCNC(=S)N1CCN(CCNC2=CC(=O)CC(C)(C)C2)CC1	2	101	111	15	109	85	101	102
COc1ccc(OCC(=O)OC2CCN(C)CC2)cc1	0	100	102	13	96	95	105	102
O=C(NC(Cc1c[nH]c2ccccc12)C(=O)O)c1ccco1 (stereo not drawn)	4	97	101	5	98	102	92	98
CCOCCCNC(=O)c1cc2c(=O)n(CC)c3ccccc3c2s1	12	106	103	-7	105	104	108	107
CCOC(=O)c1c(C)[nH]c(C(=O)Cn2nnc(-c3ccccc3Cl)n2)c1C	0	91	91	-4	92	91	x	98
CCCSc1nc(-n2ncc(C#N)c2N)c2c3c(sc2n1)CCC(C)C3 (stereo not drawn)	0	99	106	-1	97	118	101	98
C#CCN(C(=O)c1cc(COc2ccc(C)c(C)c2)on1)C1CCCCC1	0	103	100	1	99	103	100	91
CC(Sc1nc2cc(Cl)ccc2s1)C(=O)Nc1ccc2c(c1)OCO2 (stereo not drawn)	0	99	104	-12	100	92	104	130
Cc1ccccc1NC1=C(Cl)C(=O)N(C2CCCCC2)C1=O	0	88	96	16	99	80	86	86
CCCCN(C(=O)CCC(=O)Nc1cc(C)on1)C(C(=O)NC(C)(C)C)c1cccc(OC)c1OC (stereo not drawn)	0	101	99	0	104	111	97	97
O=C(C[N+]1(CC#Cc2ccccc2)CCCCC1)c1ccc(Cl)cc1	0	99	99	8	102	98	100	100
COc1ccc2c(=O)cc(-c3cccnc3)oc2c1OC	4	97	111	-3	103	105	96	88
CCOc1ccc(/C=N/NC(=O)CSc2ccccn2)cc1O	2	107	110	-3	103	89	119	109
Cc1cc(OCC(=O)NCC(C)C)cc(C)c1Br	0	98	92	-5	96	97	80	96
Cn1sc(NC(=O)c2ccccc2Cl)nc1=O	0	97	100	1	98	81	110	103
O=C(c1cccc(Oc2ccccc2)c1)N1CCN(c2ccccn2)CC1	0	101	104	0	108	92	99	82
Cc1ccc(/C=C2/C(=N)N3N=C(CC(=O)N4CCCC4)SC3=NC2=O)cc1	44*	99	103	1	97	101	96	82
COc1ccc(OC)c(-c2[nH]nc3c2C(c2ccco2)C(C#N)=C(N)O3)c1 (stereo not drawn)	0	105	105	4	98	100	99	100
Cc1c(C(=O)NC(C)CN2CCCCC2)oc2ccccc12 (stereo not drawn)	0	100	98	10	95	98	101	84
Cc1nc(NC(=O)/C=C/c2ccccc2)sc1C(=O)Nc1cccc(Cl)c1	13	101	98	13	99	99	98	104
CCN1CCN(S(=O)(=O)c2ccc(Cl)c(C(=O)Nc3nnc(C)s3)c2)CC1	0	100	102	3	102	106	91	95
COc1ccc(S(=O)(=O)N2CCC3(CC2)CC(=O)c2ccccc2O3)cc1OC	2	106	92	7	98	116	92	99
CCOc1ccc(CCNC(=O)Nc2ccccc2C)cc1OCC	3	104	117	8	110	104	107	85
COC(=O)c1ccc2c(=O)sc(N3CCC(C(N)=O)CC3)nc2c1	2	102	101	33	100	103	105	91
C=CCSc1nnc(-c2cc(Br)ccc2N)c(=O)[nH]1	1	101	102	13	97	101	100	119
Cc1ccc(C)c(N2CCN(C(=O)CCNS(=O)(=O)c3ccc4c(c3)oc(=O)n4C)CC2)c1	4	100	108	10	103	102	102	106
CCOC(=O)N1CCN(CC(O)COc2ccccc2C(C)(C)C)CC1 (stereo not drawn)	3	113	113	4	107	105	109	78
COc1cccc(CNC(=O)CCS(=O)(=O)c2cc3c(cc2C)NC(=O)CO3)c1	0	104	95	-17	98	100	107	76
O=C(C1CC(=O)N(c2ccc(F)cc2)C1)N1CCN(c2ccccc2)CC1 (stereo not drawn)	2	97	97	2	94	93	91	97
C[C@H](NC(=O)[C@@H]1CSC2c3ccccc3C(=O)N21)C(=O)NC1CCCC1 (stereo partly drawn)	3	99	93	27	93	91	100	90
Nc1ccc(C(=O)OCC(=O)NC(=O)c2ccccc2)cc1[N+](=O)[O-]	1	108	112	4	104	104	106	99
Cc1nc2nc(COc3ccccc3)[nH]n2c(=O)c1C	0	101	94	32	97	109	86	99
COc1ccc(CCNC(=O)CN(c2ccc(OC)c(OC)c2)S(=O)(=O)c2ccccc2)cc1OC	6	96	111	9	107	83	x	88
Cc1cc(Cl)c2oc(C(=O)N(C)C3CCOC3)c(C)c2c1 (stereo not drawn)	1	94	96	1	92	114	95	105
N/C(=N\OC(=O)Cc1ccccc1)c1cccnc1	0	99	102	5	105	108	90	118
CCCc1[nH]nc2c1C(c1ccc(OCCN3CCOCC3)c(OCC)c1)C(C#N)=C(N)O2 (stereo not drawn)	0	92	102	11	94	96	88	106
COC(=O)CSC(=S)N1C(C)CCCC1C (stereo not drawn)	0	90	94	3	95	94	88	105
Cc1ccc(CS(=O)(=O)CCC(=O)NCCc2ccccc2)cc1	0	100	105	-1	102	93	105	124
Clc1cccc(N2CCN(c3nnnn3-c3ccccc3)CC2)c1	0	96	93	0	95	108	103	91
Cc1cccc(-n2c(C)nc3cc(C(=O)NCC4CCCO4)ccc32)c1 (stereo not drawn)	7	101	107	10	99	90	93	107
CS(=O)(=O)Nc1ccc(C(=O)Nc2ccccc2-c2ccccc2)cc1	0	101	102	0	104	94	103	95
COC(=O)CSc1nc(C2CC2)nc2ccccc12	2	92	105	-8	99	104	91	92
CCN(CC)C(=O)CSCC(=O)Nc1ccccc1	0	115	107	10	105	99	97	87
O=C(CNC(=O)Cc1ccccc1)NCC(=O)OCC(=O)c1cccc2ccccc12	3	106	102	8	100	100	101	108
COc1nn(CC(=O)N2N=C(C)CC2(O)C(F)(F)F)cc1[N+](=O)[O-] (stereo not drawn)	0	100	99	-6	96	98	100	124
O=C(Nc1c(S(=O)(=O)c2ccccc2)csc1Br)c1ccccc1Cl	0	99	100	10	98	107	91	106
COc1ccccc1N1CCN(C(CNS(=O)(=O)c2cccs2)c2cccnc2)CC1 (stereo not drawn)	0	93	95	12	96	92	89	108
CCOc1ccccc1NC(=O)CCNS(=O)(=O)c1ccccc1	0	101	103	16	105	94	103	102
CCS(=O)(=O)n1nc(-c2ccco2)nc1N	0	83	89	-1	85	84	x	97
COc1cc(C)c(CN2CCN(CC(=O)Nc3ccccc3C(=O)NC3CC3)CC2)cc1OC	0	94	104	2	98	99	101	85

In another format: entries from further up
Each structure is followed by: GRK2 inh	AGP1 TOR yeast	MEP2-GFP yeast	VLA-4 inh	RPL19A-GFP yeast	LAP4 TOR yeast	CIT2 TOR yeast	CR mimetic SO
> Nc1ccc(C(=O)OCC(=O)NC(=O)c2ccccc2)cc1[N+](=O)[O-]
    1	108	112	4	104	104	106	99
> Cc1nc2nc(COc3ccccc3)[nH]n2c(=O)c1C
    0	101	94	32	97	109	86	99
> COc1ccc(CCNC(=O)CN(c2ccc(OC)c(OC)c2)S(=O)(=O)c2ccccc2)cc1OC
    6	96	111	9	107	83	x	88
> Cc1cc(Cl)c2oc(C(=O)N(C)C3CCOC3)c(C)c2c1 (stereo not drawn)
    1	94	96	1	92	114	95	105
> N/C(=N\OC(=O)Cc1ccccc1)c1cccnc1
    0	99	102	5	105	108	90	118
> CCCc1[nH]nc2c1C(c1ccc(OCCN3CCOCC3)c(OCC)c1)C(C#N)=C(N)O2 (stereo not drawn)
    0	92	102	11	94	96	88	106
> COC(=O)CSC(=S)N1C(C)CCCC1C (stereo not drawn)
    0	90	94	3	95	94	88	105
> Cc1ccc(CS(=O)(=O)CCC(=O)NCCc2ccccc2)cc1
    0	100	105	-1	102	93	105	124
> Clc1cccc(N2CCN(c3nnnn3-c3ccccc3)CC2)c1
    0	96	93	0	95	108	103	91
> Cc1cccc(-n2c(C)nc3cc(C(=O)NCC4CCCO4)ccc32)c1 (stereo not drawn)
    7	101	107	10	99	90	93	107
> CS(=O)(=O)Nc1ccc(C(=O)Nc2ccccc2-c2ccccc2)cc1
    0	101	102	0	104	94	103	95
> COC(=O)CSc1nc(C2CC2)nc2ccccc12
    2	92	105	-8	99	104	91	92
> CCN(CC)C(=O)CSCC(=O)Nc1ccccc1
    0	115	107	10	105	99	97	87
> O=C(CNC(=O)Cc1ccccc1)NCC(=O)OCC(=O)c1cccc2ccccc12
    3	106	102	8	100	100	101	108
> COc1nn(CC(=O)N2N=C(C)CC2(O)C(F)(F)F)cc1[N+](=O)[O-] (stereo not drawn)
    0	100	99	-6	96	98	100	124
> O=C(Nc1c(S(=O)(=O)c2ccccc2)csc1Br)c1ccccc1Cl
    0	99	100	10	98	107	91	106
> COc1ccccc1N1CCN(C(CNS(=O)(=O)c2cccs2)c2cccnc2)CC1 (stereo not drawn)
    0	93	95	12	96	92	89	108
> CCOc1ccccc1NC(=O)CCNS(=O)(=O)c1ccccc1
    0	101	103	16	105	94	103	102
> CCS(=O)(=O)n1nc(-c2ccco2)nc1N
    0	83	89	-1	85	84	x	97
> COc1cc(C)c(CN2CCN(CC(=O)Nc3ccccc3C(=O)NC3CC3)CC2)cc1OC
    0	94	104	2	98	99	101	85

More results follow:
SMILES	GRK2 inh	AGP1 TOR yeast	MEP2-GFP yeast	VLA-4 inh	RPL19A-GFP yeast	LAP4 TOR yeast	CIT2 TOR yeast	CR mimetic SO
CCN1CCN(c2cc(C)c3cc(NC(=O)c4ccc(C)c(C)c4)ccc3n2)CC1	0	96	99	23	96	91	90	99
Cn1c(NC(=O)/C=C/c2ccccc2)cc(=O)n(C)c1=O	0	102	101	3	105	95	98	102
O=C(CCc1ccccc1)NCC1OCCc2ccccc21 (stereo not drawn)	0	107	102	0	106	102	100	95
NCC(c1ccco1)c1c[nH]c2ccccc12 (stereo not drawn)	0	99	103	-3	107	96	103	99
COc1ccc(CCNC(=O)CCSCc2ccccc2F)cc1OC	1	94	115	-5	101	100	100	101
CCC1(C)Cc2c(sc3nc(SCC(=O)O)[nH]c(=O)c23)CO1 (stereo not drawn)	0	102	99	-4	101	98	x	92
Cc1cc(=O)oc2cc(OC(C)C(=O)NCCc3ccc(S(N)(=O)=O)cc3)ccc12 (stereo not drawn)	0	104	109	-5	103	100	110	104
